Bioassay records: PubChem, several laboratories
CRFBP-R2 block: antagonists of CRF-BP/CRF-R2 complex, primary screen, cell-based, HEK293, calcium dye fluorescence, uHTS; CRF-induced calcium fluorescence; inhibition, % at 11.8 µM; actives 0.59% (n = 350,000); AID 588475, 2011;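 active = inhibition of the ligand-induced calcium signal above about 50% at the single tested concentration, limit read from the data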
IDE act: human IDE activators in live cells, primary screen, fluorescence polarization, HEK cells, FAbeta-B substrate; Insulin-degrading enzyme (Homo sapiens), P14735; FAbeta-B cleavage; 0% vehicle, 100% cell-free pure enzyme wells; activation, % at 5.96 µM; actives 0.073% (n = 340,000);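 active = activation above the mean of all tested compounds plus 3 SD, set per screening campaign, cut at about 17% in these data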
Target sequence (P14735 whole entry, looked up): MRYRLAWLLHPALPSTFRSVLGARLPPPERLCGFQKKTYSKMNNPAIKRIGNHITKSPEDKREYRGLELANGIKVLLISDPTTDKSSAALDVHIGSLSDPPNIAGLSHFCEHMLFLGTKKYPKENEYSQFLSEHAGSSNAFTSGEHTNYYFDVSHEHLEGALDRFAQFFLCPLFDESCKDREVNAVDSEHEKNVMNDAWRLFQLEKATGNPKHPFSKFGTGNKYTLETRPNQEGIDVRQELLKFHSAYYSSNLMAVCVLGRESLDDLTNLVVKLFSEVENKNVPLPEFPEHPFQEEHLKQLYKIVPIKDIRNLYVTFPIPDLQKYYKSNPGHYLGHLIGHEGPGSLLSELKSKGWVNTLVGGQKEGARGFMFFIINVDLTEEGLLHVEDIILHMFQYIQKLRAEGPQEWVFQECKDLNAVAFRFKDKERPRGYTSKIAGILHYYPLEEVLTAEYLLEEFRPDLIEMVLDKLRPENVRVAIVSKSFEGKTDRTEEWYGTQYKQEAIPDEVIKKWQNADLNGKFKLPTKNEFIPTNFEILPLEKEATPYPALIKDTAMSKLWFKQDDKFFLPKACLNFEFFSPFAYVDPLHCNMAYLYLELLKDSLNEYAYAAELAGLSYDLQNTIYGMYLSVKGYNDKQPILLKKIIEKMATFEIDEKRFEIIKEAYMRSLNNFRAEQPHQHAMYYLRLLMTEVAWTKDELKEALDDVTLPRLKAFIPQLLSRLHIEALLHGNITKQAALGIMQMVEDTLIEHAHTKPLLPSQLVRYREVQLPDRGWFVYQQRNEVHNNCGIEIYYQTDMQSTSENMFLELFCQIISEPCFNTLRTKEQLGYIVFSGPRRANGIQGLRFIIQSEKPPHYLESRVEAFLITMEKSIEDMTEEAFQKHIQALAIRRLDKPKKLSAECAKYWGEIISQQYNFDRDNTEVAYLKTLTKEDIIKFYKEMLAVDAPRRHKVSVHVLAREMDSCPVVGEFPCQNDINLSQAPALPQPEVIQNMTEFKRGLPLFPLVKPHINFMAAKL
p-CIP stab down: p/CIP-EGFP fusion destabilizers, primary screen, fluorescence, F442A cells. Q05BA5. 16 h. decrease of EGFP signal, % at 10 µM. actives 0.01% (n = 290,000). AID 1984, 2009;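 active = EGFP signal decrease of at least 30% at 10 µM or well 3 SD below plate mean, unless failing retest; inactive = the rest, including hits failing retest or dose response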; note: some compounds called inactive have numbers as strong as hits; many of its hits are not listed in these tables
IMP-1 inh: IMP-1 metallo-beta-lactamase inhibitors, primary screen, biochemical, epi-absorbance readout, Pseudomonas aeruginosa enzyme | AID 1556, 2009 | actives 0.45% (n = 290,000) | metallo-beta-lactamase IMP-1 (Pseudomonas aeruginosa) | inhibition, % at 5.6 µM | purified IMP-1, nitrocefin hydrolysis, epi-absorbance fluorescence;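 active = inhibition above the mean plus 3 SD of all compounds in the same screening run, cut at about 4.5% in these data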;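 note: 0% = IMP-1 with DMSO and 100% = DMSO wells lacking enzyme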
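System: purified IMP-1; amount: IMP-1 0.2 nM before substrate addition; compound: single dose, 5.6 µM; times: 25 °C, 15 min preincubation, 25 min reaction; signal: Epi-absorbance via hydrolysed-nitrocefin quenching of white-plate fluorescence, 480/530 nm, EDTA stop; benchmarks: DMSO with and without IMP-1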
GalR3 antagonist: GalR3 antagonists in HEK293 cells, primary screen, cell-based, fluorescence readout; Galanin receptor type 3 (Homo sapiens), O60755; HEK293 GalR3-CNG cAMP membrane potential fluorescence; galR3 body fused to GalR1 C-terminus; inhibition, % at 3 µM; actives 0.44% (n = 360,000);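 active = inhibition above the screen-wide average plus 3 SD, cut at about 13% in these data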;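 note: forskolin and galanin both at EC90 stimulate the cells; cAMP rise reported by CNG channel membrane potential dye signal; 0% = forskolin plus galanin with DMSO and 100% = forskolin alone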
IDE cell inh: human IDE inhibitors in live cells, primary screen, fluorescence polarization, HEK cells, FAbetaB substrate. Insulin-degrading enzyme (Homo sapiens), P14735. FAbetaB cleavage. inhibition, % at 5.59 µM. actives 0.41% (n = 320,000);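 active = percent inhibition above the average of all tested compounds plus 3 SD, set per screening campaign, cut at about 16% in these data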;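 note: IDE supplied by intact live HEK cells; FP after avidin binding of uncleaved biotin substrate so inhibition keeps polarization high; 0% = DMSO wells and 100% = 60 µM reference IDE inhibitor Ii1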
VIM-2 inh: VIM-2 metallo-beta-lactamase inhibitors, primary screen, biochemical, epi-absorbance readout, Pseudomonas aeruginosa enzyme; purified VIM-2, nitrocefin hydrolysis, epi-absorbance fluorescence; inhibition, % at 5.6 µM; actives 0.89% (n = 290,000); AID 1527, 2009;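 active = inhibition above the mean of all tested compounds plus 3 SD, cutoff set per screening run, cut at about 7.5% in these data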;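 note: red hydrolysis product quenches plate fluorescence so inhibitors raise well fluorescence; 0% = enzyme with DMSO and 100% = DMSO without enzyme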
NS3 helicase inh: inhibitors of HCV NS3 helicase, primary screen, biochemical, Cy5 molecular beacon fluorescence. Hepatitis C virus NS3 helicase. NS3 helicase DNA unwinding. inhibition, % at 10.9 µM. actives 0.56% (n = 290,000);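 active = inhibition above the mean of all tested compounds plus 3 SD, set per campaign, cut at about 35% in these data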;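 note: 0% = DMSO wells and 100% = thioflavine S control wells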
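Compound dosing – single dose, 10.9 µM nominal final, DMSO 0.8% final · System – NS3 helicase fragment of HCV · Buffer or medium – MOPS pH 6.5, MgCl2, DTT, Tween20, BSA · Signal – Cy5 beacon fluorescence read at start and 1 h · Also added – annealed dual-labelled DNA beacon duplex, ATP-started · Schedule – 1 h at 25 °C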
SUMO HTRF inh: inhibitors of in vitro SUMOylation cascade, primary screen, biochemical, HTRF, uHTS; SUMO-conjugating enzyme UBC9 (Homo sapiens), P63279; HTRF SUMOylation assay, SAE1/SAE2 + UBC9; inhibition, % at 35 µM; actives 0.36% (n = 290,000); AID 2006, 2009; in the data active = inhibition above about 50%, passing the limit was not always enough; note: strong numbers were not always called active
* hit, by the source's call; · = no result given. No enrichment for hits; 3.2% or so of the library scored in one or more.

CRFBP-R2 block	IDE act	p-CIP stab down	IMP-1 inh	GalR3 antagonist	IDE cell inh	VIM-2 inh	NS3 helicase inh	SUMO HTRF inh	compound
-5.1	-4.5	5.4	-4.9	-6.7	5.9	-4.6	7.9	-6.3	Cc1ccccc1C(=O)N1CCN(c2ccc(NC(=O)c3ccco3)cc2)CC1
-9.8	3.9	2.1	-2.0	-4.8	-1.6	-0.6	4.5	-8.7	COc1ccc(C(=O)N2CCN(c3ccc(NC(=O)c4ccco4)cc3)CC2)cc1
-2.0	3.9	-9.6	-2.5	-1.2	0.6	-2.2	1.7	14.5	O=C(CC(=O)N/N=C/c1c(Cl)cccc1Cl)NCc1cccnc1
-16.5	-4.2	2.4	-0.7	-5.5	-6.9	0.6	-0.2	-3.7	Cc1cc(C)cc(NC(=O)COC(=O)[C@@H](NC(=O)c2ccco2)C(C)C)c1
-0.6	-1.1	4.3	-1.4	-1.4	2.7	-0.4	0.7	-10.1	CCOC(=O)C1=C(O)CSC1=Nc1ccccc1
11.3	1.4	-1.7	-2.5	-1.4	3.7	31.4*	14.1	34.3	Cc1c(C#N)c(=O)oc2ccc3ccccc3c12
1.7	5.5	-43.9	-2.6	-2.6	-5.7	-2.4	2.9	37.4	COC(=O)c1c(C(=O)OC)c2cccc3cc(-c4ccccc4)c4ccc1c4n32
-6.0	2.1	1.1	-3.9	-9.6	1.4	-1.6	-11.5	-2.9	Cc1cccc(C)c1NC(=O)CCCSc1nnc(-c2ccc(F)cc2)n1-c1ccccc1
6.5	2.5	-19.3	-3.2	0.8	7.2	-6.1	-1.8	11.3	CCCn1c(SCc2ccccc2)nc2c1c(=O)[nH]c(=O)n2C
6.2	0.8	-2.1	-1.6	-8.1	-2.9	-1.0	-5.2	-7.2	CC(=O)Nc1ccc(C(=O)CSc2nnnn2C)cc1

Already shown: an excerpt of the list.
CRFBP-R2 block	IDE act	p-CIP stab down	IMP-1 inh	GalR3 antagonist	IDE cell inh	VIM-2 inh	NS3 helicase inh	SUMO HTRF inh	compound
-5.1	-4.5	5.4	-4.9	-6.7	5.9	-4.6	7.9	-6.3	Cc1ccccc1C(=O)N1CCN(c2ccc(NC(=O)c3ccco3)cc2)CC1
-9.8	3.9	2.1	-2.0	-4.8	-1.6	-0.6	4.5	-8.7	COc1ccc(C(=O)N2CCN(c3ccc(NC(=O)c4ccco4)cc3)CC2)cc1

Continued.
CRFBP-R2 block	IDE act	p-CIP stab down	IMP-1 inh	GalR3 antagonist	IDE cell inh	VIM-2 inh	NS3 helicase inh	SUMO HTRF inh	compound
2.1	2.9	-14.7	11.7*	1.9	0.4	-3.6	5.8	17.4	COc1ccc(/C=C2\SC(=S)N(CCC(=O)NC3C=CS(=O)(=O)C3)C2=O)cc1 (stereo not given)
14.0	6.3	7.5	-6.2	-3.4	6.9	-0.5	-4.1	7.0	Nn1c(Cc2ccccc2F)nnc1SCC(=O)N1CC(=O)Nc2ccccc21
-7.7	3.7	-2.2	-0.6	0.2	-1.5	-0.6	3.2	-20.7	C=CCn1c(SCC(=O)N2CCOCC2)nc(O)cc1=O
-2.8	2.9	1.3	-1.6	-4.0	0.3	-2.5	9.2	0.7	COc1ccc2c(c1)[N+](C)(C)C(C)(C)C=C2C
-11.1	1.2	-6.1	-1.1	0.6	-1.2	0.1	-1.4	24.8	COc1ccc(NC(=O)CN(C)C(=O)CNC(=O)Cc2cccc3ccccc23)cc1
9.1	1.5	1.4	-2.4	-8.9	-1.7	-2.5	-1.3	-4.7	CCc1ccccc1NC(=O)c1ccc(NCCc2ccccc2)c([N+](=O)[O-])c1
10.8	-2.8	-3.4	-3.2	-1.2	-0.4	-4.5	11.3	16.0	O=C(N=C1c2ccccc2CN1c1ccc(F)c(F)c1)c1cccnc1
-0.8	6.9	·	·	-6.0	4.4	·	·	·	Cc1ccc(NC(=O)CN(C)C(=O)COc2ncnc3ccc(Br)cc23)cc1
-11.6	0.6	·	·	-4.1	2.2	·	·	·	O=C(NCc1ccccc1)c1cccc2c1C(=O)c1ccc(/C=C/c3ccccc3)cc1S2(=O)=O
8.2	1.5	·	·	2.1	0.2	·	·	·	COc1c2ccoc2cc2oc(C)cc(=O)c12
-0.7	7.9	0.9	-3.8	-6.2	-3.0	-1.9	0.9	-14.5	Brc1ccc(-c2csc(N3CCC(c4ccccc4)C3)n2)cc1 (stereo not given)
-0.4	-0.1	-10.7	0.5	-6.3	1.8	0.8	-0.5	12.9	CN(CCc1ccccn1)C(=O)CCc1nnc(CCCc2ccccc2)o1
-7.5	2.3	·	·	-2.8	-1.7	·	·	·	CC(Oc1ccccc1)C(=O)Nc1nc(-c2ccncc2)cs1 (stereo not given)
8.7	4.4	-6.7	-1.8	2.7	0.2	-2.5	3.8	1.0	Cc1ccc(C(=O)NC(C)c2ccc(-n3ccnc3)cc2)c(C)c1 (stereo not given)
-28.7	0.9	-11.2	-2.0	6.1	2.8	-1.8	-21.2	4.5	NC1=NC2(CCN(Cc3ccccc3)CC2)n2c(nc3ccccc32)N1
-6.8	-1.9	5.0	-2.1	4.6	2.5	-3.4	3.8	-7.0	CCOCCCNC(=O)c1cc(Sc2ccc(F)cc2)nc2ccccc12
10.4	3.7	·	·	-0.2	4.4	·	·	·	C[C@H](CO)N1C[C@H](C)[C@@H](CN(C)S(C)(=O)=O)Oc2ccc(NS(=O)(=O)c3ccccc3)cc2C1=O
-6.9	0.0	9.0	-3.2	-0.8	-2.6	-2.8	-1.0	-21.2	CCCC(=O)N(CCN1CCOCC1)c1nc2c(F)cc(F)cc2s1
-7.4	1.2	-18.2	-0.2	-4.1	1.5	-5.4	0.8	-5.5	CCOc1ccccc1CNC(=O)c1cc2oc3ccccc3c2n1C
-2.8	-2.0	·	·	-1.5	-3.9	·	·	·	Cc1c(C(=O)N2CCN(c3ncccn3)CC2)oc2c(Cl)cccc12
9.9	-1.1	-10.4	-1.0	-4.3	0.0	1.6	2.0	-3.4	O=C(NCc1ccc(Cl)cc1)C(=O)NCC(c1cccnc1)N1CCN(c2ccc(F)cc2)CC1 (stereo not given)
5.5	2.9	·	·	4.8	0.5	·	·	·	CC(=O)c1cccc(NC(=O)COc2cc(C)on2)c1
-4.9	0.8	-18.1	-3.5	-5.7	5.5	-4.2	6.2	3.1	Fc1ccc(OCc2nn3c(Cn4nnc5ccccc54)nnc3s2)cc1
-1.2	-0.8	1.0	-1.6	-5.7	4.2	0.2	1.7	-2.6	O=C(CC(Nc1ccccc1Cl)C(=O)OCC(=O)c1cccs1)c1ccccc1 (stereo not given)
-16.8	2.9	2.9	-3.4	-3.8	-1.5	-2.6	-19.1	19.9	CC(=O)NC1Sc2ccccc2N=C1c1ccccc1 (stereo not given)
-11.6	0.4	14.3	-2.5	1.0	5.6	-2.7	-2.6	-27.6	Cn1c(N)c(C(=O)COC(=O)CCCOc2ccc(Cl)cc2Cl)c(=O)n(C)c1=O
-6.9	2.0	·	·	-3.8	0.7	·	·	·	CCOC(=O)N1CCN(C(=O)c2ccc(S(=O)(=O)Nc3ccccc3)cc2)CC1
-12.9	8.0	-15.6	0.9	·	1.2	1.5	7.6	-2.0	CC(NC(=S)Nc1ccc(F)cc1)C(c1cccs1)N1CCOCC1 (stereo not given)
-0.6	-2.7	-3.0	-2.0	-0.2	1.7	1.3	-0.5	-8.2	CC(C)c1ccc(/C=C2\C(=N)N3N=C(CC(=O)N4CCCCC4)SC3=NC2=O)cc1
1.5	4.0	·	·	-6.7	0.8	·	·	·	OCC[C@H]1C[C@@H](O)[C@H](O)[C@]2(OCCc3ccccc32)O1
8.8	-0.3	0.9	-1.7	-10.1	-2.6	4.8	4.2	12.6	CC(=O)Nc1ccc(Nc2nc3ccccc3n3cnnc23)cc1
-2.6	1.4	23.1	-0.9	0.2	2.4	-1.2	-3.1	20.6	CN(Cc1ccccc1NCC(=O)Nc1ccccc1C#N)C1CCCCC1
3.0	7.5	1.2	-4.2	-0.1	-1.4	-5.6	9.1	4.4	CCCSc1nc(C)c(CC(=O)OCC)c(=O)[nH]1
0.6	1.0	-3.1	-2.1	3.4	-2.3	-4.2	7.0	17.1	Cc1cccc(NC(=S)NCc2ccccn2)c1
74.6*	2.6	-9.1	-3.0	-3.9	-1.3	-0.6	1.1	-0.2	Cc1cc(C)nc(SCCC(=O)Nc2ccccc2C)n1
-9.8	-5.8	-14.1	-1.3	5.5	4.1	0.0	-15.4	29.3	O=C1CSC(c2ccncc2)N1Cc1ccccc1 (stereo not given)
-18.6	1.4	-12.3	-4.9	-6.9	-0.9	-1.7	-11.8	20.3	CCc1ccc2oc(-c3ccc(N)cc3)nc2c1
-2.4	0.1	-1.5	1.1	-2.4	7.5	-1.8	5.4	9.0	COC(=O)c1c(NC(=O)CCCC(=O)O)sc2c1CCCCC2
-8.1	8.9	-2.2	-11.7	-0.7	1.6	17.6*	28.9	-26.7	Cc1nc(-c2ccccn2)nc(N2CCOCC2)c1Cl
-16.7	-3.5	1.5	0.5	1.6	4.8	-0.1	7.6	4.5	Cc1c(-c2ccccc2)[n+](=O)c(-c2ccco2)c(C)n1[O-]
-0.5	2.7	-8.3	-0.1	-0.7	1.8	-1.8	-3.1	24.2	O=C(NCC(=O)N(Cc1ccco1)C(C(=O)NC1CCCC1)c1cccnc1)c1cccs1 (stereo not given)
-13.1	16.0	7.7	-1.9	-4.7	1.7	-2.6	-31.8	-6.9	Cc1ccc(NC(=O)Nc2cccc(C)n2)c(C)c1
18.8	-2.1	11.4	-1.4	3.4	1.5	-1.5	4.0	7.4	O=[N+]([O-])c1cccc(/C=N/Nc2nnc(-c3ccccc3)c(-c3ccccc3)n2)c1
1.2	-5.8	-11.1	-3.6	-4.9	-0.2	-3.5	10.2	3.2	COc1ccc(-c2noc(CNC(=O)CCCN3C(=O)[C@H]4CC=CC[C@H]4C3=O)n2)cc1
-5.2	0.3	-9.8	-3.7	1.4	1.9	-0.8	-0.2	-5.5	COc1ccc(CNC(=O)C(C)NC(=O)c2cc3ccccc3o2)cc1 (stereo not given)
26.2	3.6	-5.0	-0.1	-4.9	-3.9	-3.7	-16.3	-2.0	Cc1cc(C)c(C)c(N=Nc2nc3ccccc3n2C)c1C
